SNCA expr inhib: SNCA gene expression inhibition. 140,000 compounds, 0.17% hits. AID 1671194. HEK-293 SNCA-luciferase knock-in, luminescence, 24 h. Potency, µM (doses to about 57.2 µM), for inactives: at the highest dose activity change, negative = inhibition, usual class: inhibitors;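 further: potency means the concentration at half of the fitted maximal effect; plate controls were DMSO cells for no effect and cell-free wells for full effect; nearly all actives have a fitted effect of over 45% in size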
IP6K1 inh: IP6K1 kinase inhibition; IP6K1 kinase, ADP-Glo luminescence, 2 h; active compounds read low; activity change, % (series mostly up to about 58 µM); 140,000 compounds, 0.81% hits; AID 1645851; in the data active means activity change below about -25%
Target sequence (Q92551 whole entry, looked up): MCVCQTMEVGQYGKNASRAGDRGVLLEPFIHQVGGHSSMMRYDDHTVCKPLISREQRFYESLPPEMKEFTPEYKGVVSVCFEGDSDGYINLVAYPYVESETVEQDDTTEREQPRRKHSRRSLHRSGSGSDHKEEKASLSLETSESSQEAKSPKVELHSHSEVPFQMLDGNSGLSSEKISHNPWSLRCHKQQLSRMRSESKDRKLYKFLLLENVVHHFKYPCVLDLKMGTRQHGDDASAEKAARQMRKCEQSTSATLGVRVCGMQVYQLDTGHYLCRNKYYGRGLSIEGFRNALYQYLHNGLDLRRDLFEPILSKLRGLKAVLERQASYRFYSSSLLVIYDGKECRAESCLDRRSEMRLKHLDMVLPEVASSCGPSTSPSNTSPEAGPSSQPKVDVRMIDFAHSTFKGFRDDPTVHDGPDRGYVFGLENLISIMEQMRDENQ
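ADP-Glo luminescence measures ADP made by human IP6K1 during a 2 h RT reaction with ATP/IP6 (mix at 1.3 mM/130 uM); top library doses 57.5 and 19.1 uM final.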
NIH3T3 tox: kills NIH 3T3 cells; NIH 3T3 viability, CellTiter-Glo ATP luminescence, 48-72 h; Potency, µM (series often up to 96.7 µM), for inactives: at the highest dose activity change, negative = cytotoxicity, hits mostly inhibitors; 94,000 compounds, 4.3% hits; AID 1345082; further: potency means the concentration at half of the fitted maximal effect; nearly all actives have a fitted effect of over 55% in size
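Cells were seeded at 400 per well, treated with pin-transferred compound, and kept 48 or 72 hr at 37 °C before CellTiter-Glo addition and luminescence imaging of cellular ATP.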
GPT2 inh: GPT2 alanine aminotransferase inhibition. AID 1671188. Potency, µM (series often up to 57.7 µM), for inactives: at the highest dose activity change, negative = inhibition, hits mostly inhibitors. Recombinant GPT2, coupled pyruvate oxidase/HRP Amplex Red fluorescence. 100,000 compounds, 0.25% hits; further: potency means the concentration at half of the fitted maximal effect; nearly all actives have a fitted effect of over 60% in size; many of its hits are not listed in these tables
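Recombinant GPT2 (10ng/uL) with 250uM a-KG and 2mM L-alanine, 30 min at room temperature, in HEPES pH 7.5 buffer. Pyruvate detected by pyruvate oxidase/HRP/Amplex Red fluorescence after 30 min in the dark; AOA (50uM) as positive control.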
HEK293 viab: cell viability loss counter-screen; HEK-293-SNCA-luc viability, GF-AFC fluorescence, 24 h; 150,000 compounds, 0.12% hits; Potency, µM (series often up to 57.1 µM), for the others: at the highest dose activity change, negative = cytotoxicity, most hits filed as cytotoxic;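 further: potency means the concentration at half of the fitted maximal effect; 0% = DMSO-treated cells and -100% = medium-only wells without cells; nearly all actives have a fitted effect of over 30% in size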
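Cytotoxicity counterscreen: after 24 h compound treatment of genome-edited SNCA-luciferase HEK-293 cells, live-cell protease substrate GF-AFC read by fluorescence after 30 min; activity scaled between DMSO (0%) and medium-only (-100%), curves Hill-fitted.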
FLuc inh: blocks purified firefly luciferase enzyme activity; purified P. pyralis luciferase, luminescence, biochemical; Potency, µM (highest dose often 115 µM), for the others: at the top dose activity change, negative = inhibition, actives largely listed as inhibitors; AID 1347043; 76,000 compounds, 2.5% hits; further: potency means the concentration at half of the fitted maximal effect; nearly all actives have a fitted effect of over 65% in size
Target sequence (P08659 whole entry, looked up): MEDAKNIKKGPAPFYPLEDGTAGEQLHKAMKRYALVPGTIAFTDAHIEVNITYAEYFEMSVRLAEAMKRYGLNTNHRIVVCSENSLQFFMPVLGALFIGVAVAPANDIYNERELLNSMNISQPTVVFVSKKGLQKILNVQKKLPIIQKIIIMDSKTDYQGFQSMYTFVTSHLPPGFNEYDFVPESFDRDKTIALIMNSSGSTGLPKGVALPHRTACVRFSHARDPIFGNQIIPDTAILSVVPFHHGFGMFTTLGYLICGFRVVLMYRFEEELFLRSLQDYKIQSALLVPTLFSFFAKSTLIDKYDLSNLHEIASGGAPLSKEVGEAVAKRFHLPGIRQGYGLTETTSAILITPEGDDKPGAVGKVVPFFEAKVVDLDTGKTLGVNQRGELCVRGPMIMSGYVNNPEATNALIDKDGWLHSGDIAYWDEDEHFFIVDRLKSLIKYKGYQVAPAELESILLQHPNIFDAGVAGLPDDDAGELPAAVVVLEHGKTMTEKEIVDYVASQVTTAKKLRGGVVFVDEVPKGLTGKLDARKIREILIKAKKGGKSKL
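Purified P. pyralis luciferase (10nM final) in 50mM Tris acetate pH 7.5, 10mM Mg acetate, 0.01% Tween-20, 0.05% BSA with 10uM D-luciferin and 10uM ATP. Compounds titrated qHTS. Luminescence imaged on CCD.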
HEK293 tox: kills HEK 293 cells; HEK 293 viability, ATP luminescence (CellTiter-Glo), 48-72 h; Potency, µM (highest dose often 115 µM), for the others: top-dose activity change, negative = cytotoxicity, actives largely listed as inhibitors; 94,000 compounds, 6.6% hits; AID 1345083; further: potency means the concentration at half of the fitted maximal effect; nearly all actives have a fitted effect of over 60% in size
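Cells seeded first (HEK 293, 250 cells/well), then compound added by pintool. Incubation ran 48 or 72 hr at 37 degree Celsius. CellTiter-Glo was added and luminescence imaged after 10 min at room temperature.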
* hit, by the source's call; i = inactive; ? = inconclusive; . = no result given; [ ] = another dose, or the depositor's remark. Unless noted, the call rests on the fitted dose curve; in most records, active means well fitted curve in the direction sought with a large enough effect; inconclusive means small, poorly fitted or top-dose-only effect, or another doubt; inactive means no such curve, though single readings can be large; an effect the other way counts as inactive or inconclusive. Unless noted, on the % scale 0 is the no-effect control and ±100 the full control effect.

Sample of the layout:
No.	molecule	SNCA expr inhib	IP6K1 inh	NIH3T3 tox	GPT2 inh
1	COc1ccccc1C(=O)NC1(C(F)(F)F)C(=O)NC(C)=C1C#N (configuration not stated)	7%	30	.	.
2	Cc1cccc(CC(=O)N2CC(=O)Nc3ccc(Br)cc3C2c2ccc(F)cc2)c1 (configuration not stated)	-38%	-17	.	.
3	O=C(NCCO)c1ccc(-c2ncc3cnc(C4=CCOCC4)cn23)cc1	6%[87.6 µM]	-14	?	-6%[88.5 µM]
4	O=C(COc1ccccc1)NCc1ccc2c(c1)CCN2C(=O)c1ccc(Cl)cc1	6%	-7	.	.

No.	HEK293 viab	FLuc inh	HEK293 tox
1	15%	.	.
2	-24%	.	.
3	2%[87.6 µM]	3%[172 µM]	i
4	1%	.	.

This part in full (from the top)
No.	molecule	SNCA expr inhib	IP6K1 inh	NIH3T3 tox	GPT2 inh
1	COc1ccccc1C(=O)NC1(C(F)(F)F)C(=O)NC(C)=C1C#N (configuration not stated)	7%	30	.	.
2	Cc1cccc(CC(=O)N2CC(=O)Nc3ccc(Br)cc3C2c2ccc(F)cc2)c1 (configuration not stated)	-38%	-17	.	.
3	O=C(NCCO)c1ccc(-c2ncc3cnc(C4=CCOCC4)cn23)cc1	6%[87.6 µM]	-14	?	-6%[88.5 µM]
4	O=C(COc1ccccc1)NCc1ccc2c(c1)CCN2C(=O)c1ccc(Cl)cc1	6%	-7	.	.
5	O=C(Cn1cccc1-c1nc(-c2ccc3c(c2)OCO3)no1)Nc1ccc(F)c(F)c1	-4%	-9	4%	i
6	COc1ccc(CCC(=O)N[C@H]2[C@@H]3CCO[C@@H]3[C@@H]2C2CCCC2)cc1OC	5%	-1	i	1%
7	CCCOC(=O)CSc1ncnc2sc3c(c12)CCC(C)C3 (configuration not stated)	59%[activator]	3	.	.
8	COc1cc(Cl)c(C)cc1Nc1nnc(-n2nc(C)cc2C)c2ccccc12	-14%	-7	.	.

No.	HEK293 viab	FLuc inh	HEK293 tox
1	15%	.	.
2	-24%	.	.
3	2%[87.6 µM]	3%[172 µM]	i
4	1%	.	.
5	-1%	-4%	-10%
6	0%	-6%	i
7	-2%	.	.
8	16%	.	.

Next entries:
No.	molecule	SNCA expr inhib	IP6K1 inh	NIH3T3 tox	GPT2 inh
9	Cc1ccc(Nc2ccnc(N3CCC(NC(=O)c4ccc(Cl)cc4)CC3)n2)cc1	?	-9	32µM*	i
10	O=c1n(Cc2ccccc2)nc2n1-c1cc(Cl)ccc1OC2	29%	0	.	.
11	COc1ccc(CNC(=O)[C@@H]2Cc3nc[nH]c3CN2C(=O)NC2CCCCC2)cc1	34%[activator][87.6 µM]	-3	-17%[174 µM]	i
12	Cn1cc(CC(=O)N2CCCc3ncc(C(=O)Nc4cccnc4)cc32)c2ccccc21	10%[87.6 µM]	12	?	-18%[88.5 µM]
13	O=C(Cc1cccs1)N1CC(Oc2ccccc2-c2nc(C3CC3)no2)C1	-1%	-7	-23%	0%
14	COc1ccc(C(=O)N2CCC3(CC2)NC(=O)N(Cc2ccc(F)cc2)C3=O)c(OC)c1	-28%	-3	-22%	i
15	COc1cc(Cl)c(NC(=O)c2cc(S(=O)(=O)N3CCOCC3)cn2C)c(OC)c1	20%	-13	.	.
16	CCOc1ccc(C2CC(=O)Nc3c2c(=O)[nH]c2ncnn32)cc1 (configuration not stated)	?	3	.	.

No.	HEK293 viab	FLuc inh	HEK293 tox
9	-26%	.	22µM*
10	8%	.	.
11	6%[87.6 µM]	4%[172 µM]	3%[172 µM]
12	-13%[87.6 µM]	-7%[172 µM]	?
13	8%	6%	?
14	-7%	11%	?
15	-7%	.	.
16	-17%	.	.

Next structures:
No.	molecule	SNCA expr inhib	IP6K1 inh	NIH3T3 tox	GPT2 inh
17	COCCN(C)C[C@H]1C[C@@H](CO)CN(C(=O)c2ccc(C)c(Cl)c2)C1	6%	-10	-9%	?
18	COCCN1C(=O)c2cccn2CC1CNC(=O)c1ccc(OC)c(OC)c1 (configuration not stated)	12%	-5	-7%	-12%
19	Cc1c(Cl)cccc1NC(=O)c1ccc2c(c1)CCN2S(=O)(=O)c1ccccc1	-28%	-2	.	.
20	N#Cc1ccc(C(=O)Nc2ccc(Cl)c(-c3nc4cc(Cl)ccc4o3)c2)c(F)c1	-11%	-9	.	.
21	O=C(COc1ccc(F)cc1)Nc1ccccc1C(=O)OCc1cc(=O)n2nc(C3CC3)sc2n1	27%	43	.	.
22	CCc1nc2cc(N3CCC(C(=O)NCc4cc(F)cc(F)c4)CC3)cnc2nc1CC	1%	-3	-5%	-10%
23	COCCc1noc([C@@H]2CC(F)(F)CN2C(=O)c2ccccn2)n1	10%	4	-5%	2%
24	COC(=O)c1c(SC)nc2ccccc2c1OCc1ccc(Br)cc1	?	3	.	.

No.	HEK293 viab	FLuc inh	HEK293 tox
17	-16%	3%	3%
18	-5%	1%	-29%
19	7%	.	.
20	-11%	.	.
21	11%	.	.
22	30%	-4%	-4%
23	3%	-1%	2%
24	1%	.	.

(further entries)
No.	molecule	SNCA expr inhib	IP6K1 inh	NIH3T3 tox	GPT2 inh
25	CCn1nc(C(C)C)cc1C(=O)N1CCc2onc(-c3cccc(F)c3)c2C1	-4%	7	?	-8%
26	CN(Cc1cccnc1)c1nc2c(c(=O)[nH]1)CCN(Cc1ccccc1Cl)CC2	-15%	0	?	i
27	Cc1ccc(NC(=O)/C=C/c2ccccc2Cl)cc1Cl	83%[activator]	14	.	.
28	CN(CC1CCOC1)C(=O)c1ccccc1C(F)(F)F (configuration not stated)	-3%	15	-8%	-5%
29	C[S+](=O)([O-])c1ccc(-c2cc(C(=O)NCc3cccnc3)nn3cccc23)cc1	0%	3	?	i
30	CCC1CN(C(=O)Nc2ccccc2C(F)(F)F)c2ccccc2S1 (configuration not stated)	17%	32	.	.
31	O=C(NCC1CCN(Cc2cccc(Cl)c2)CC1)Nc1cc(Cl)ccc1Cl	?	-3	.	.
32	COc1ccccc1NC(=O)CSCc1cc(=O)c2cccc(Cl)c2[nH]1	?	7	.	.

No.	HEK293 viab	FLuc inh	HEK293 tox
25	-7%	-16%	?
26	-2%	0%	?
27	8%	.	.
28	4%	-12%	-4%
29	-10%	.	?
30	-10%	.	.
31	-9%	.	.
32	0%	.	.

Further records
No.	molecule	SNCA expr inhib	IP6K1 inh	NIH3T3 tox	GPT2 inh
33	CCOc1ccc(-n2nc(CO)c(C(=O)NCCCc3ccccc3)n2)cc1	33%[activator]	7	.	.
34	CN(C(=O)C1(N)CC1)C1CCCN(CCCc2ccccc2)C1 (configuration not stated)	5%	2	-3%	3%
35	O=C(C1CCCCN1Cc1ccc(-c2cccs2)cc1)N1CCN(c2ncccn2)CC1 (configuration not stated)	13%	-7	?	i
36	CN(C(=O)Nc1ccccc1)C1CCOc2ccccc21 (configuration not stated)	108%[activator][87.6 µM]	-2	-19%[138 µM]	i
37	Cc1ccc(CCNC(=O)c2ccc3c(c2)N(Cc2cccc(F)c2)C(=O)c2ccccc2S3)cc1	-17%	8	.	.
38	Cc1ccc(-c2cccc(CN3CCN(c4ccc(Cl)nn4)C(=O)C3)c2)c(C)c1	-19%	9	?	i
39	CNC(=O)[C@@H]1C[C@H](Oc2cccnc2)CN1C(=O)c1noc(C)c1Cc1c(C)noc1C	-6%	11	-9%	-8%
40	CC(C)(C[C@@](O)(Cc1cc2ccncc2[nH]1)C(F)(F)F)c1cc(F)ccc1O	.	-13	.	?

No.	HEK293 viab	FLuc inh	HEK293 tox
33	1%	.	.
34	2%	-3%	1%
35	7%[12.5 µM]	.	?
36	16%[87.6 µM]	?	-10%[172 µM]
37	-17%	.	.
38	-5%	.	?
39	1%	.	i
40	-16%	.	.

The listing continues:
No.	molecule	SNCA expr inhib	IP6K1 inh	NIH3T3 tox	GPT2 inh
41	OC[C@H]1C[C@@H](NCc2cccnc2)[C@H](O)[C@@H]1O	15%[87.6 µM]	4	3%[230 µM]	2%[88.5 µM]
42	CC(=O)Nc1ccc(NC(=O)CN2C(=O)NC(c3ccc(C)cc3)C3=C2COC3=O)cc1 (configuration not stated)	-14%	3	-21%	?
43	Cc1cccc(-c2cccc(CN3CCC(NC(=O)c4cccc(Cl)c4)CC3)c2)c1	?	3	20µM*	i
44	Cc1noc(C)c1S(=O)(=O)N1CCCC(Cc2nncn2C(C)C)C1 (configuration not stated)	21%	-4	-4%	i
45	Cc1ccc2cc3cc(C(=O)N4CCN(c5ccccc5)CC4)sc3nc2c1	32%[activator]	9	.	.
46	O=C1NC(=NC2CCCC2)C2(CCN(CC3CCCCC3)C2)N1c1cccnc1 (configuration not stated)	-5%	-5	?	i
47	CSc1ncc(Cl)c(C(=O)Nc2ccc(NC(C)=O)cc2)n1	2%	-6	.	.
48	COCC(=O)Nc1ncncc1-c1noc([C@@H]2CCCN2Cc2cc(OC)c(OC)c(OC)c2)n1	-9%	14	-15%	2%

No.	HEK293 viab	FLuc inh	HEK293 tox
41	3%[87.6 µM]	-12%[230 µM]	i
42	-4%	?	-7%
43	?	.	28µM*
44	4%	2%	i
45	9%	.	.
46	-19%	.	?
47	-5%	.	.
48	-7%	-5%	?

The list goes on.
No.	molecule	SNCA expr inhib	IP6K1 inh	NIH3T3 tox	GPT2 inh
49	COc1ccc(C(c2c(O)cc(C)n(Cc3ccco3)c2=O)N2CCCCC2)cc1OC (configuration not stated)	-12%	14	.	.
50	O=C(c1ccccc1)N1CCCC(c2nn(-c3ccc(Cl)cc3)c(=O)[nH]2)C1 (configuration not stated)	9%	17	-17%	i
51	COCCNC(=O)CC(c1ccc(Cl)cc1)c1c[nH]c2ccc([N+](=O)[O-])cc12 (configuration not stated)	5%	0	?	i
52	CCN1C(=O)C2(CCN(S(=O)(=O)c3cccc(OC)c3)CC2)c2ccccc21	-8%	-7	?	-4%
53	Cc1noc(C)c1S(=O)(=O)N1CCC(C(=O)NCCc2noc(C3CC3)n2)CC1	-4%	13	1%	-6%
54	Cc1ccc(CNC(=O)C2(CCO)CC23CCOCC3)o1 (configuration not stated)	-10%	1	-1%	i
55	Cc1cc(C(=O)N[C@H](C)c2c(-c3ccc(F)cc3)noc2C(=O)O)nn1C	-18%[87.6 µM]	19	i	i
56	COCCc1nncn1C1CCN(S(=O)(=O)c2ccc(C)c(F)c2)CC1	-19%	7	-22%	i
57	Cn1nc(C(=O)N2CCC(c3n[nH]c(=O)n3-c3ccccc3)CC2)c2ccccc21	-3%	1	?	i
58	Cc1ccc(OCC(=O)Nc2ccc(OCc3cc(=O)n4ccsc4n3)cc2)cc1C	15%	12	.	.

No.	HEK293 viab	FLuc inh	HEK293 tox
49	3%	.	.
50	-7%	-4%	-26%
51	-3%	5%	40µM*
52	8%	5%	?
53	2%[12.5 µM]	-3%	17%
54	-1%	2%	i
55	-1%[87.6 µM]	-3%[172 µM]	-6%[172 µM]
56	9%	-11%	-21%
57	-6%	5%	-28%
58	-16%	.	.

Bioassay records as filed in PubChem BioAssay.
